ERa SRC1 inh – ERα–SRC-1 coactivator interaction inhibitors, primary screen, biochemical, TR-FRET, ERα LBD, estradiol-bound. inhibition, % at 25.6 µM. hit rate 1.7% among 86,000. TR-FRET ER-alpha LBD / SRC-1 peptide. AID 629, 2007; in the data active = inhibition above about 50%;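 note: 0% = receptor plus peptide control and 100% = peptide only without receptor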
Target sequence (P03372 whole entry, looked up, the tested form may be a part): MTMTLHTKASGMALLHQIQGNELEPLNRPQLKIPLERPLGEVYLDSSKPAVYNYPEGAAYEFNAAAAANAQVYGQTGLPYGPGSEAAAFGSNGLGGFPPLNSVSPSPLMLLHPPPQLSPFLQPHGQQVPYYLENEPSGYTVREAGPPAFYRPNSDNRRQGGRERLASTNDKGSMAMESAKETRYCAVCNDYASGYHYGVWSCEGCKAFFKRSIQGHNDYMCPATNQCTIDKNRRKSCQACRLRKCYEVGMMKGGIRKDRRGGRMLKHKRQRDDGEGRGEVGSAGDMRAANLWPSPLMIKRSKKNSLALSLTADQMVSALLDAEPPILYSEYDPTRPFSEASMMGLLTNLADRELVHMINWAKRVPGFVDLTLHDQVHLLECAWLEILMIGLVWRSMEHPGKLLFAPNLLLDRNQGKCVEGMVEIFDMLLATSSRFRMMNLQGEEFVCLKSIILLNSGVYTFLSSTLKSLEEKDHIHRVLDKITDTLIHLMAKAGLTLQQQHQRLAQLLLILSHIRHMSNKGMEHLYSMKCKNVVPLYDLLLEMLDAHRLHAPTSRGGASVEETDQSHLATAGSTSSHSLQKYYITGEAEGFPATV
* hit, by the source's call; [ ] = another dose, or the depositor's remark. Not all compounds are listed (hit frequency here may not be typical).

SMILES | ERa SRC1 inh
CN(C)CCCC1(c2ccc(F)cc2)OCc2cc(C#N)ccc21 (stereo not given) | 1
CC1Cc2ccccc2N1NC(=O)c1ccc(Cl)c(S(N)(=O)=O)c1 (stereo not given) | 0
CCC(NC(C)C)C(O)c1ccc(O)c2[nH]c(=O)ccc12 (stereo not given) | -7
CCCCCC(=O)O[C@]1(C(C)=O)CC[C@H]2[C@@H]3CCC4=CC(=O)CC[C@]4(C)[C@H]3CC[C@@]21C | 3
CN1CCCN=C1COC(=O)C(O)(c1ccccc1)C1CCCCC1 (stereo not given) | -6
O=C(O)c1cccnc1Nc1cccc(C(F)(F)F)c1 | -5
C1COC(NC(C2CC2)C2CC2)=N1 | 12
O=c1oc2c(O)c(O)cc3c(=O)oc4c(O)c(O)cc1c4c23 | 94*[fluorescence artefact?]

Four entries picked at random from the list so far, as already listed:
SMILES | ERa SRC1 inh
CCC(NC(C)C)C(O)c1ccc(O)c2[nH]c(=O)ccc12 (stereo not given) | -7
O=C(O)c1cccnc1Nc1cccc(C(F)(F)F)c1 | -5
CC1Cc2ccccc2N1NC(=O)c1ccc(Cl)c(S(N)(=O)=O)c1 (stereo not given) | 0
CCCCCC(=O)O[C@]1(C(C)=O)CC[C@H]2[C@@H]3CCC4=CC(=O)CC[C@]4(C)[C@H]3CC[C@@]21C | 3

Screening results (PubChem BioAssay)
